Screening results from PubChem BioAssay.
S aureus QS inh = blocks AIP-induced quorum sensing reporter in S. aureus. S. aureus RN6390 RNAIII-GFP reporter, flow cytometry 3 h. inhibition, % at 2 µM. actives 0.3% (n = 24,000). AID 527;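 active = share of bacteria positive for the green fluorescent reporter and its mean brightness both inhibited by 50% or more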;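 note: 0% = AIP-stimulated control and 100% = unstimulated bacteria without AIP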
S aureus QS inh GFP MFI % = further read-out of S aureus QS inh, marked with its call; inhibition, %; measured here: inhibition of GFP MFI
* = called active by the depositor. These rows are one share of the data; rates above refer to the full screens.

Compound	S aureus QS inh	S aureus QS inh GFP MFI %
CCC(=O)N1CCc2cc(Br)cc(S(=O)(=O)C3(C(=O)OC)CC3)c21	-1	-20
CCn1cnc2sc(C(=O)N3CCN(Cc4ccc5c(c4)OCO5)CC3)c(C)c2c1=O	-1	10
Cc1cc(Br)ccc1NC(=O)CNC(=O)CSc1n[nH]c(N)n1	-1	-11
COC(=O)CS(=O)(=O)c1cc(Br)cc2c1N(C(C)=O)CC2	-1	3
N=c1c[n+](N2CCOCC2)[n-]o1	-2	-25
CCCC(=O)Nc1ccccc1-c1nnn(CC(=O)Nc2ccc(OC)cc2)n1	3	9
O=C1CSc2ccc(C(=O)N3CCN(c4ccccn4)CC3)cc2N1	0	4
COc1ccc(C2C(C(=O)NCCN(C)C)c3cc(OC)c(OC)cc3C(=O)N2C)cc1OC (stereo not given)	-2	-26
CCCCN(CCCC)S(=O)(=O)c1ccc(C(=O)Nc2nnc(CSC)o2)cc1	52	49
Cc1ccc(-n2ncc3c(=O)[nH]c(SC(C)C)nc32)cc1	2	-3
CCOC(=O)N1CCC(NS(=O)(=O)c2cc3c(cc2Cl)NC(=O)CO3)CC1	-5	-13
COc1cccc(CN2CCN(C(=O)CC(C)C)CC2)c1	0	2
CCOCCCNC(=O)CCS(=O)(=O)Cc1ccc(C)cc1	-1	0
Cc1cc(NC(=O)CSc2ccc(Cl)cc2)no1	-1	-2
Cc1noc(C)c1S(=O)(=O)Nc1ccc(C(=O)NC2CCCCCC2)cc1	6	10
COc1cc(NC(=O)C2CCCN2C(=O)C2CCC(C)CC2)cc(OC)c1OC (stereo not given)	-6	-14
CCOc1ccccc1C(=O)Nn1c(C2CCC2)nc2ccccc2c1=O	5	16
Cc1cccc(NC(=O)COc2ccc(Br)cc2)n1	0	-11
CCOC(=O)c1c(C)n(C)c2ccc(OCC(O)CN(CC)CC)cc12 (stereo not given)	1	6
CCN(CC)c1ncc(C)c(=O)[nH]1	-1	9
O=C1C=C(NCC2CCCO2)C2(CCCCC2)O1 (stereo not given)	-3	-4
CCOC(=O)c1[nH]c(C)c(C(=O)N(C)C)c1C	-6	-15
COc1ccc(NC(=O)Nc2c(C)n(C)n(-c3ccccc3)c2=O)cc1	4	5
CN(Cc1nc(-c2ccncc2)no1)S(=O)(=O)c1ccccc1	-1	-10
O=C(O)C1CCC(=O)N1C1c2ccccc2Oc2ccccc21 (stereo not given)	-1	-8
CSc1ccc(S(=O)(=O)Nc2cccc(F)c2)cc1	0	1
O=C(CSc1nccn1-c1ccc(F)cc1)NCc1ccc2c(c1)OCO2	-4	-42
CC(=O)Nc1ccc(S(=O)(=O)NCc2ccc(C(=O)NCc3ccc4c(c3)OCO4)cc2)cc1	0	-8
Cc1c(C#N)c2ccccc2n1CC(=O)NCCc1c[nH]c2ccccc12	2	25
CC(C)(C)C(=O)Cn1c(=O)n(CC2CCCO2)c(=O)c2ccccc21 (stereo not given)	-4	-14
Cc1ccc(C)c(C(=O)N(Cc2nc(-c3ccc(Cl)cc3)no2)C(C)C)c1	-3	-13
CCOC(=O)c1c(C)n(C)c2ccc(OCC(O)CNC(CC)CO)cc12 (stereo not given)	-2	-17
Cn1c(=O)c2c(nc(NCCCO)n2CCc2ccccc2)n(C)c1=O	0	8
Cc1nn(C)c(C)c1CN(C)C(=O)c1cc2n(n1)C(C(F)(F)F)CC(c1cccs1)N2 (stereo not given)	1	12
COc1ccc(S(=O)(=O)Nc2ccc(S(=O)(=O)N3CCCCC3)cc2)cc1OC	-4	-11
O=C(O)CCC(=O)Nc1nc(-c2ccccc2)cs1	0	-3
CCc1nccn1S(=O)(=O)c1ccc2ccc(C)cc2c1	-5	-21
CCOC(=O)N1CCc2c(sc3c2C(=O)NC(c2ccc(-c4ccc(Cl)cc4)o2)N3)C1 (stereo not given)	0	18
COc1nc(N2CCCC2)nc(-n2cc(-c3ccccc3)nn2)n1	1	9
CCn1c(=O)c(C(=O)NCCc2ccccc2)c(O)c2ccccc21	0	29

Entries of single compounds, looked up by structure. Order of screens: S aureus QS inh, S aureus QS inh GFP MFI %
`CCOC(=O)c1c(C)n(C)c2ccc(OCC(O)CN(CC)CC)cc12` (stereo not given) is entered as 1, 6
`COc1cccc(CN2CCN(C(=O)CC(C)C)CC2)c1` is entered as 0, 2
`N=c1c[n+](N2CCOCC2)[n-]o1` is entered as -2, -25
`Cc1nn(C)c(C)c1CN(C)C(=O)c1cc2n(n1)C(C(F)(F)F)CC(c1cccs1)N2` (stereo not given) is entered as 1, 12
`Cc1cccc(NC(=O)COc2ccc(Br)cc2)n1` is entered as 0, -11

Following part
Compound	S aureus QS inh	S aureus QS inh GFP MFI %
CCCCn1c(=NC(=O)c2cccnc2)c(C(=O)OCC)cc2c(=O)n3ccccc3nc21	6	19
c1ccn2c(SCc3cn4ccsc4n3)nnc2c1	-1	-4
Cc1[nH]nc2nc(SCC(=O)NCC3CCCO3)n(-c3ccc(Br)cc3)c(=N)c12 (stereo not given)	4	11
c1ccc(OCCOc2ncnc3sccc23)cc1	-1	-6
COc1ccc(CNC(=O)c2cc3c(C)nc4ccccc4c3o2)c(OC)c1	-3	-8
Cc1cc(C)c2c(C)nn(C3CCCCC3)c2n1	-3	-12
CC1=C(C)CC2C(=O)N(c3cccc4ccccc34)C(=O)C2C1 (stereo not given)	-1	-14
O=C(CSCCc1ccccn1)Nc1ccccn1	-6	-9
CCOC(=O)c1nnn(-c2nonc2N)c1CSc1ccc(C)cc1	-2	-8
CCCCNC(=O)CS(=O)Cc1nc(-c2cccs2)oc1C (stereo not given)	0	8
Cn1c(Cc2ccccc2)nnc1SCC(=O)N1CCOCC1	-12	-18
COC(=O)C1=C(C)Nc2ccc(C)cc2S1	0	0
Oc1ccc(-c2nc3ncccn3c2Nc2ccc3c(c2)OCO3)cc1	-2	-19
CN(C)c1ccc(/C=C/C(O)=C2/C(=O)N(C)C3(C)CC2c2ccccc2O3)cc1 (stereo not given)	1	6
CC(C(=O)Nc1ccccc1-c1ccccc1)N1CCN(C(=O)c2ccco2)CC1 (stereo not given)	-3	-16
Cc1ccc(CSC2=Nc3ccccc3C3=NC(CC(=O)NCc4ccco4)C(=O)N23)cc1 (stereo not given)	3	2
CSc1cccc(NC(=O)CN2C(=O)c3ccccc3S2(=O)=O)c1	8	23
CCOC(=O)N1CCN(C(=O)CCCN2C(=O)CSc3nc(C)cc(C)c32)CC1	0	0
COc1ccccc1-c1nnc(SCC(=O)N2CCC(C)CC2)o1	-1	-50
CCOC(=O)c1cnc2c(C#N)c(C)nn2c1-c1ccccc1	0	1

3 records drawn at random from the list so far:
Compound	S aureus QS inh	S aureus QS inh GFP MFI %
Oc1ccc(-c2nc3ncccn3c2Nc2ccc3c(c2)OCO3)cc1	-2	-19
CSc1cccc(NC(=O)CN2C(=O)c3ccccc3S2(=O)=O)c1	8	23
CCOC(=O)N1CCN(C(=O)CCCN2C(=O)CSc3nc(C)cc(C)c32)CC1	0	0

Additional structures follow.
Compound	S aureus QS inh	S aureus QS inh GFP MFI %
O=C(CCn1nc(-c2ccc(Cl)cc2)ccc1=O)NCCCN1CCCCCC1	0	-23
Cc1ccc(C)n1CCN1CCN(C(=O)CSc2nc3ccccc3nc2N2CCOCC2)CC1	13	25
S=C(c1ccc(N2CCOCC2)cc1)N1CCCCC1	0	-58
COc1ccccc1NC(=O)CSc1nnc(Cc2cc(=O)[nH]c(=O)[nH]2)n1-c1ccccc1	-1	11
NCCCCCc1nnc(SC/C=C/c2ccccc2)o1	-2	-9
O=C(CN1C(=O)c2cccc3cccc1c23)N1CCN(c2cccc(Cl)c2)CC1	-1	4
O=C(CN1CCN(C(=O)c2ccco2)CC1)Nc1ccc(Cl)c(C(F)(F)F)c1	5	21
COCCn1nnnc1CN(Cc1cccnc1)Cc1cc2cc(OC)ccc2[nH]c1=O	0	0
COc1ccccc1CNC(=O)CC(NS(=O)(=O)c1ccc(C)cc1)c1ccco1 (stereo not given)	-2	-10
CC(=O)NC(=O)NC1CSCC1OC(C)=O (stereo not given)	-3	-19
COc1ccc(NC(=O)C2CCCN2S(=O)(=O)c2ccc3c(c2)CCC(=O)N3)cc1 (stereo not given)	6	17
CCOC(=O)c1cccc(NC(=O)c2ccco2)c1	0	1
O=C(Cn1cc2c(n1)CCCC2)NCCCN1CCCC1	-2	-2
CCOC(=O)C1CCN(Cc2ccc(OC)c(C)c2OC)CC1	-1	-2
CCN(CCNC(=O)Nc1ccc(Cl)cc1)c1ccccc1	11	28
Cc1cc(C)cc(NC(=O)CSc2nnc(Cc3cccn3C)n2-c2ccc(F)cc2)c1	5	12
CCCCn1cnc2c(c1=O)c1nc3ccccc3nc1n2Cc1ccc2c(c1)OCO2	4	18
CSc1cc(C)nc(NC(C)=O)n1	-2	-5
CCC(=O)NC1(C(F)(F)F)C(=O)NC(C)=C1C#N (stereo not given)	-1	18
N#Cc1cc(-c2ccccc2)oc1NC(=O)c1ccco1	-2	-26
CC1=C(C(=O)NC(C)c2ccc3c(c2)OCCO3)C2(CCC(C)CC2)OC1=O (stereo not given)	5	20
COc1ccc(OC)c(CCNC(=O)CN2C(=O)CC(C)(C)S(=O)(=O)c3ccccc32)c1	-2	-9
CC1=C(C)CC(C(=O)c2ccccc2)C(C(=O)O)C1 (stereo not given)	0	0
C[C@]12CC[C@@H]3c4ccc(O[C@@H]5O[C@H](C(=O)O)[C@@H](O)[C@H](O)[C@H]5O)cc4CC[C@H]3[C@@H]1C[C@@H](O)[C@@H]2O	1	3
CCn1cc(S(=O)(=O)CC(=O)Nc2ccc(C)cc2)c2ccccc21	-2	-20
Cc1ccnc(NS(=O)(=O)c2ccc(NC(=O)C3CCCNC3=O)cc2)n1 (stereo not given)	0	22
COC(=O)c1sc2ccccc2c1NC(=O)c1cccs1	0	-2
O=C(N1CCN(Cc2ccccc2)CC1)C12CC3CC(CC(C3)C1)C2	0	4
CC(C)(CC(=O)N1CCN(c2ccc(Cl)cc2)CC1)CC1=NS(=O)(=O)c2ccccc2N1	10	18
O=C1NC(c2cccs2)Nc2ccccc21 (stereo not given)	5	21
Cc1ccc(C(=O)CCC2CCCC2=O)cc1 (stereo not given)	0	8
CCOC(=O)c1ccc(Oc2nc(NC(C)(C)C)nc(N(C)C)n2)cc1	3	8
COc1cccc(NC(=O)C2CCN(c3ncccn3)CC2)c1	0	0
CCCCOc1ccc(C(=O)Oc2ccc(C)nc2)cc1	9	22
CCCC1(CCC)NC(=O)NC1=O	-3	-6
CCOC(=O)C(C)Sc1nnc(Cc2cc(=O)[nH]c(=O)[nH]2)n1-c1ccc(OCC)cc1 (stereo not given)	-2	2
O=C(CSC1=NC(=O)C(Cc2ccccc2)C(=O)N1)NC1CCCCC1 (stereo not given)	0	1
CCCN(CCC)C(=O)CSc1nc2n[nH]c(C)c2c(=N)n1-c1ccc(OCC)cc1	7	17
CCCCN(CCCC)S(=O)(=O)c1ccc(C(=O)Nc2nnc(COC)o2)cc1	23	32
NC(=O)c1c(NC(=O)COC(=O)CSc2nnc(-c3ccc(Cl)cc3)o2)sc2c1CCC2	-2	-1
COc1ccc2c(C(F)(F)F)cc(=O)oc2c1C	-1	-23
O=C(c1ccc2c(c1)C(=O)N(Cc1ccco1)C2O)N1CCOCC1 (stereo not given)	-3	4
COc1ccccc1-c1cc(C(=O)NCc2ccc(F)cc2)no1	33	52
CC(C)CNS(=O)(=O)c1ccc(OCC(=O)Nc2ccc3c(c2)OCO3)c(Cl)c1	0	1
CCCOc1ccc(N2C(=O)CC(N3CCN(c4ccccc4OC)CC3)C2=O)cc1 (stereo not given)	-4	-10
Cc1onc(-c2ccccc2Cl)c1C(=O)NC1CCS(=O)(=O)C1 (stereo not given)	0	14
O=C(Nc1cccc(NC(=O)c2cccnc2)c1)c1cccnc1	0	9
CCOCCn1cnc2sc(C(=O)NCC(=O)OCC)c(C)c2c1=O	-2	-7
COC(=O)CN1C(=O)C2(C(C#N)=C(N)Oc3c2c(C)nn3-c2ccccc2)c2ccccc21 (stereo not given)	0	7
O=C(NC1CCCCCC1)C1CCCN1S(=O)(=O)c1cccc2cccnc12 (stereo not given)	0	-39

Additional compounds
Compound	S aureus QS inh	S aureus QS inh GFP MFI %
S=C(NCC1CCCO1)n1nnc2ccccc21 (stereo not given)	0	-1
CCC1CCCCN1CCCNC(=O)CC1Oc2ccccc2NC1=O (stereo not given)	0	25
CC(CCc1ccccc1)NC(=O)CSc1nc(N)cc(N)n1 (stereo not given)	2	5
c1ccc(-c2oc3ncnc(NCCN4CCOCC4)c3c2-c2ccccc2)cc1	1	18
COc1ccc(NC(=O)CN2CC(c3ccccc3)CC2=O)cc1OC (stereo not given)	-2	-8
CC1CCCCN1c1nnc(NC(=O)Cn2c(=O)oc3ccccc32)s1 (stereo not given)	-11	-7
C/C(Cl)=C\Cn1c(NCCc2ccccc2)nc2c1c(=O)n(C)c(=O)n2C	1	-14
CC1(C)CC(=O)c2cc(C(=O)NC3CCSC3=O)c(=O)n(-c3ccccc3)c2C1 (stereo not given)	-2	-1
COc1ccc(C2C(C(=O)O)c3ccccc3C(=O)N2C)cc1Br (stereo not given)	-1	-4
CCOc1ccc(C2c3c(oc4cc(C)c(C)cc4c3=O)C(=O)N2CCCN(C)C)cc1OC (stereo not given)	0	6
Cc1ccc(NC(=O)CN(C)S(=O)(=O)c2cnc[nH]2)cc1C	-3	-20
Cc1ccc(S(=O)(=O)N(CC(=O)O)Cc2ccccc2)cc1	3	9
Cc1ccccc1-n1c(Cn2c(=O)sc3ccccc32)nnc1SC(C)C	0	-14
O=C(CSCc1ccccc1Cl)N1CCN(c2ccccn2)CC1	1	11
Cc1cc(C)nc(SCC(=O)Nc2ccc(Br)cn2)n1	-11	-42
